Cy5 interf NS3h – counter-screen for HCV NS3 helicase inhibitors: fluorescence interference. Cy5-dT15 DNA with NS3h; actives lie on both sides; signal over control mean, under 1 quenches. fluorescence interference ratio at 100 µM. 16,000 tested, 6% active. AID 720488;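 active = compound fluorescence over control fluorescence at most 0.8, a quencher, or at least a set upper limit, an enhancer; inactive = ratio between 0.8 and the set upper limit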
NS3h inh CB – hepatitis C NS3 helicase inhibition, primary screen. 16,000 tested, 1.6% active. inhibition, % at 100 µM. AID 687043. NS3h Cy5-dT15 DNA binding, fluorescence polarization;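 active = inhibition above the average over every tested compound plus 3 SD, cut at about 40% in these data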
* = called active by the depositor.

entry | mol | Cy5 interf NS3h | NS3h inh CB
1 | O=C(/C=C/c1ccccc1)NC(=S)Nc1ccc([N+](=O)[O-])cc1Cl | 0.896 | -1.8
2 | Cc1ccc(NC2=C(Cl)C(=O)N(Cc3ccccc3)C2=O)cc1C | 0.995 | 7.4
3 | CCOC(=O)c1ccccc1NC(=O)CN(c1ccc(C)cc1)S(C)(=O)=O | 0.805 | 42.2*
4 | COc1cc(C(=O)Nc2ccc(-c3nc4ccccc4[nH]3)cc2)cc(OC)c1OC | 0.93 | 6.3
5 | Cc1ccc(S(=O)(=O)N(CCc2ccccc2)CC(=O)NCc2ccc(Cl)cc2)cc1 | 1.04 | 17.2
6 | CCOc1ccc(N(CC(=O)N2CCN(c3ccccc3OC)CC2)S(C)(=O)=O)cc1 | 0.995 | 3.8
7 | CCCCOc1ccc2c(=O)c(-c3ccccc3OC)coc2c1 | 0.973 | 2.2
8 | Cc1ccc(N(CC(=O)NCc2ccncc2)S(=O)(=O)c2ccccc2)cc1C | 0.933 | -1.6
9 | COc1ccc(C(=O)/C=C/c2ccc(-c3ccc(Cl)cc3Cl)o2)cc1 | 0.981 | 3.2
10 | Cc1cc2ncn(C(=O)c3ccco3)c2cc1C | 1.02 | 8.0
11 | Cc1nc(-c2ccccc2)sc1C(=O)Nc1ccc(-c2cn3ccccc3n2)cc1 | 1.06 | -29.6
12 | CC(C)(C)NC(=O)c1cc(-c2ccccc2)n(-c2ccccc2)n1 | 1.04 | 9.9
13 | CCOc1ccc(CNc2ccc3c(c2)ncn3C)cc1 | 0.86 | 1.4
14 | O=C(c1ccccc1)N1CCCC2CCCC21 (stereo not drawn) | 1.05 | 3.8
15 | O=C(c1nn2c(c1Br)NC(c1cccs1)CC2C(F)(F)F)N1CCCC1 (stereo not drawn) | 0.507* | 15.2
16 | CC(=O)Nc1c(C)ccc2nsnc12 | 0.977 | -19.1
17 | Cc1cc(=O)[nH]c(SCC(=O)c2ccc(Br)cc2)c1C#N | 1.05 | 11.8
18 | Cc1ccc2c(c1)C1(c3ccccc3)Nc3ccc(C)cc3C1(c1ccccc1)N2 (stereo not drawn) | 1.02 | 5.5
19 | O=[N+]([O-])c1cc(NS(=O)(=O)Cc2ccccc2)ccc1F | 0.633* | -2.5
20 | Cc1cc(=O)[nH]c(SCC(=O)c2ccc(Br)cc2)n1 | 0.979 | 3.8
21 | O=C1NC(=O)N(c2ccc(Cl)cc2)C(=O)/C1=C/c1ccc(F)cc1 | 1.15 | 6.4
22 | COc1ccc(C(=O)NCCCNc2ccc([N+](=O)[O-])cc2Cl)cc1OC | 0.982 | 16.2
23 | COc1ccc(C2CC(C(F)(F)F)n3nc(C(=O)Nc4cccnc4)cc3N2)cc1 (stereo not drawn) | 1.03 | 6.7
24 | Cc1cc(C)nc(NS(=O)(=O)c2ccc(NC(=O)COc3ccc4ccccc4c3)cc2)n1 | 0.965 | -0.7
25 | CCOc1cc(C(=O)Nc2ccc(OCc3ccccc3)cc2)cc(OCC)c1OCC | 0.978 | 8.8

Shown with each value named: part of the list above.
7) CCCCOc1ccc2c(=O)c(-c3ccccc3OC)coc2c1
  Cy5 interf NS3h: 0.973 | NS3h inh CB: 2.2
10) Cc1cc2ncn(C(=O)c3ccco3)c2cc1C
  Cy5 interf NS3h: 1.02 | NS3h inh CB: 8.0
2) Cc1ccc(NC2=C(Cl)C(=O)N(Cc3ccccc3)C2=O)cc1C
  Cy5 interf NS3h: 0.995 | NS3h inh CB: 7.4
14) O=C(c1ccccc1)N1CCCC2CCCC21 (stereo not drawn)
  Cy5 interf NS3h: 1.05 | NS3h inh CB: 3.8

New compounds follow
entry | mol | Cy5 interf NS3h | NS3h inh CB
26 | COc1ccc(OC)c(/C=N\n2nnnc2N)c1 | 0.989 | 6.1
27 | CC(C)(C)C1(O)CC(c2ccccc2)=NO1 (stereo not drawn) | 1.1 | -1.0
28 | CCOc1cc(/C=c2\sc3nc4ccccc4n3c2=O)cc(Cl)c1OCCOc1ccccc1C | 1.05 | 0.7
29 | O=C(Nc1ncc(Cc2ccc(F)cc2)s1)C1CCCO1 (stereo not drawn) | 0.975 | 0.7
30 | COC(=O)C1=C(C)NC(C)=C(C(=O)OC)C1c1cn(-c2ccccc2)nc1-c1ccc(OC)c(Cl)c1 | 0.808 | 28.8
31 | CCc1ccc(NC(=O)c2cc3n(n2)C(C(F)(F)F)CC(c2ccc(Cl)cc2)N3)cc1 (stereo not drawn) | 1.03 | -0.9
32 | CS(=O)(=O)N1CCN(C(=O)c2ccccc2F)CC1 | 0.696* | 7.7
33 | CCOC(=O)C1=C(CC)NC2=C(C(=O)CCC2)C1c1ccc(-c2ccccc2)cc1 (stereo not drawn) | 1.02 | 11.4
34 | C=CCn1c(SCC(=O)N2c3ccccc3C(C)(c3ccccc3)CC2(C)C)nnc1-c1ccncc1 (stereo not drawn) | 1.04 | -5.0
35 | Cc1cccc(Nc2cc(C)c(C#N)c3nc4ccccc4n23)c1 | 1.05 | 3.5
36 | Nc1cc(NCCCC(=O)O)ccc1[N+](=O)[O-] | 1.09 | 1.3
37 | O=C(c1cccc([N+](=O)[O-])c1)c1ccc2c(c1)C(=O)N(c1ccccc1C(=O)O)C2=O | 1.05 | 5.1
38 | O=C(CC(Nc1ccc([N+](=O)[O-])cc1)c1ccc(Br)cc1)c1ccc(Cl)cc1 (stereo not drawn) | 1.08 | 7.3
39 | N#Cc1ccccc1N=Cc1ccc(Cl)cc1Cl | 0.949 | 3.6
40 | Cc1ccccc1-c1nc2cc(NC(=O)c3ccccc3[N+](=O)[O-])ccc2o1 | 1.07 | 8.2
41 | CCOc1cc(/C=C2/SC(=S)N(CC)C2=O)ccc1OCc1ccc(Cl)cc1 | 1.07 | 16.3
42 | Cc1cccc(/C=C2/SC(=S)N(C)C2=O)c1 | 0.678* | 5.0
43 | COc1ccc(NC(=O)CN(c2ccc(F)cc2)S(=O)(=O)c2ccccc2)cc1OC | 1.03 | 8.2
44 | COc1ccc(C(=O)N2CCN(S(C)(=O)=O)CC2)cc1 | 1.06 | -1.8
45 | COC(=O)C1=C(C)N(c2ccc(C)cc2)/C(=C\c2ccc(OCC(=O)Nc3ccccc3Cl)cc2)C1=O | 1.01 | 4.2
46 | CCOc1ccc2cc(S(=O)(=O)N3CCC(C)CC3)ccc2c1 | 0.951 | 9.1
47 | O=C(Nc1ccccc1C(=O)N1CCN(Cc2ccccc2)CC1)c1ccc([N+](=O)[O-])cc1 | 0.992 | 7.4
48 | CC(=O)N1c2ccccc2N(Cc2ccc([N+](=O)[O-])cc2)C(=O)C1(C)C | 0.984 | -6.3
49 | CCOC(=O)c1c(N)sc(C(=O)Nc2cccc(OC)c2)c1C | 0.964 | 19.9
50 | COC(=O)C1=C(C)NC(C)=C(C(=O)OC)C1c1ccc(OCC(N)=O)cc1 | 0.982 | -1.4
51 | CC1=C(C(=O)OCc2ccccc2)C(c2ccccc2Cl)C2=C(CCCC2=O)N1 (stereo not drawn) | 0.99 | 17.4
52 | CCOc1ccc(NC(=O)CSc2nc3ccccc3[nH]2)cc1 | 0.921 | 1.7
53 | Oc1ccc(Br)cc1CN1CCN(Cc2ccccn2)CC1 | 0.985 | -7.5
54 | CC(C)(C)C(=O)Nc1ccc(C(=O)Nc2cccc(I)c2)cc1 | 1.01 | 2.3
55 | O=C1c2cccc3cccc(c23)C(=O)N1/N=C\c1cccc([N+](=O)[O-])c1 | 0.742* | -8.2
56 | O=[N+]([O-])c1ccccc1S(=O)(=O)Nc1ccccc1 | 0.945 | -12.6
57 | Cc1ccc(C23CC4CC(CC(C(=O)NC5CCCCC5)(C4)C2)C3)cc1 | 1.03 | 8.9
58 | O=C(Nc1ccc(-c2nc3ccccc3o2)c(O)c1)c1ccc(-c2ccccc2)cc1 | 0.921 | 4.3
59 | CC(=C(C#N)C#N)c1ccc2c(c1)OCO2 | 0.743* | 8.7
60 | COC(=O)c1ccccc1NC(=O)CN(c1cccc(C(F)(F)F)c1)S(C)(=O)=O | 1.09 | -1.3
61 | O=[N+]([O-])c1ccc(C[n+]2cc(-c3ccc(Cl)c(Cl)c3)n3c2CCC3)cc1 | 1.02 | 4.7
62 | O=C(Nc1ccccc1)Nc1nnc(Cc2ccc(F)cc2)s1 | 1 | 0.4
63 | COc1ccc(/C=N\n2c(C)nnc2C)c(OC)c1OC | 1.05 | -1.3
64 | O=S(=O)(Cc1ccccc1)NCCOc1ccc(Cl)cc1 | 0.966 | -0.7
65 | CCN1C(=O)/C(=C\c2ccc(N(C)C)cc2)SC1=S | 1.22* | 10.9
66 | CCOc1ccccc1NC(=O)c1c(NC(=O)c2cccc(F)c2)sc2c1CCCCC2 | 1.11 | 2.5
67 | Cc1ccc2c(C)nc(Nc3nc(C)cc(-c4ccccc4)n3)nc2c1 | 1.05 | -4.9
68 | CCCCOc1ccc(NC(=O)CCSc2nccn2C)cc1 | 0.69* | 14.1
69 | Cc1cc(-c2ccco2)c(C#N)c(=S)[nH]1 | 1.06 | 1.6
70 | CCOc1ccc(C(=O)Nc2ccc3oc(-c4ccccc4Cl)nc3c2)cc1 | 0.925 | 5.1
71 | Cc1nc2ccccc2n1CCC(C)C | 0.979 | 8.8
72 | Cc1ccc(Cl)cc1NC(=O)CSc1nnnn1-c1ccccc1 | 1 | -0.7
73 | COc1cc(OC)cc(C(=O)O/N=C(/c2ccncc2)c2ccc([N+](=O)[O-])cc2)c1 | 0.607* | 11.5
74 | Cc1cc(C(=O)N2CCN(c3cccc(Cl)c3)CC2)ccc1[N+](=O)[O-] | 0.957 | 2.2
75 | O=C(O)CCCCCN1C(=O)C(=O)C(=C(O)c2ccccc2)C1c1ccccc1F (stereo not drawn) | 0.923 | 1.4

(more compounds)
entry | mol | Cy5 interf NS3h | NS3h inh CB
76 | Cc1cccc(NC(=O)/C(=C/c2ccc(C)o2)NC(=O)c2ccccc2)c1 | 0.926 | 18.8
77 | Cc1ccc(S(=O)(=O)Nc2ccc(OC(=O)c3ccc(Cl)cc3)cc2)c(C)c1 | 0.988 | 1.3
78 | C/C(=N\OCO/N=C(\C)c1ccc(F)cc1)c1ccc(F)cc1 | 0.92 | 9.5
79 | COc1ccc(NC(=O)CN(c2ccc(OC)cc2OC)S(=O)(=O)c2ccc(C)cc2)c(OC)c1 | 1.01 | 8.2
80 | Cc1ccc(C2=NN(C(=N)SC3CC(=O)N(c4ccc(C(=O)O)cc4)C3=O)C(c3ccc(Br)cc3)C2)cc1 (stereo not drawn) | 1.04 | 23.7
81 | O=C(O)c1cc(C(=O)O)cc(S(=O)(=O)Nc2ccc(Cl)c([N+](=O)[O-])c2)c1 | 0.906 | 18.4
82 | Cc1ccc(NC(=O)CSc2nc3c(c(=O)n(C)c(=O)n3C)n2C)cc1C | 1.16 | 4.7
83 | Cn1cnnc1Sc1nc2c(c(=O)n(C)c(=O)n2C)n1Cc1ccc(Cl)cc1Cl | 1.1 | 1.8
84 | O=C(O)c1cc(C(=O)O)c2cc(Cl)ccc2n1 | 1.04 | 1.8
85 | O=C(Cc1cccc2c(S(=O)O)cccc12)NC(c1ccccc1)c1ccccc1 | 1.05 | 8.2
86 | Cc1ccccc1/C=N\N1CCN(Cc2ccccc2Cl)CC1 | 1.02 | 8.6
87 | O=C1/C(=C/c2ccc(I)o2)SC(=S)N1c1ccccc1 | 0.688* | 13.3
88 | COc1cc(OC)c([N+](=O)[O-])cc1/C=C(/C#N)C(=O)Nc1ccc(F)cc1 | 0.904 | 1.4
89 | C=CCOc1ccc(/C=C(\C(=O)c2ccc(C)cc2)c2nc3ccccc3o2)cc1 | 0.967 | 19.7
90 | Cc1cc(-c2ccccc2)nc(=S)[nH]1 | 0.915 | -4.5
91 | CC1(CC2C(CC(N)=O)C2(C)C)OCCO1 (stereo not drawn) | 0.97 | 5.2
92 | COc1ccc(C2CC(C(F)(F)F)n3ncc(C(=O)NC(C)(C)C)c3N2)cc1 (stereo not drawn) | 0.69* | 7.7
93 | CCCCN1C(=O)/C(=C/c2c(NCCCn3ccnc3)nc3c(C)cccn3c2=O)SC1=S | 0.904 | 15.5
94 | O=C(Nc1c(-c2cccs2)nc2ccc(Cl)cn12)c1ccc(Cl)cc1 | 0.889 | 22.5
95 | COc1ccc(N(CC(=O)Nc2ccc(Cl)cc2)S(=O)(=O)c2ccccc2)cc1Cl | 1.05 | 5.0
96 | Cc1ccc(-c2[nH]n3c(=O)c4c(nc3c2C)CCS4)cc1 | 1.03 | 8.4
97 | O=C1c2ccccc2C(=O)N1CCCSc1nnc(-c2cccs2)n1-c1ccccc1 | 0.949 | 0.4
98 | CCC(NC(=O)c1ccccc1NC(=O)c1ccco1)C(=O)O (stereo not drawn) | 1.1 | -2.8
99 | CC(=O)NC1=C(C(C)=O)C2C(C1)C2(C)C (stereo not drawn) | 1.02 | 2.3
100 | O=C(COc1ccc(Cl)cc1)Nc1ccccc1 | 1.04 | 15.6
101 | Cc1ccccc1-c1nc2cc(Cl)ccc2o1 | 0.979 | 14.7
102 | O=C(Nc1ccccc1)Nc1ncccn1 | 0.784* | 11.5
103 | COc1ccc(-c2nnc(NC(=O)c3cccc4ccccc34)s2)cc1 | 0.93 | 16.5
104 | COc1cc(/C=C2/C(=O)N(c3ccccc3)N=C2C)ccc1OC(=O)c1cccs1 | 0.998 | 11.4
105 | COc1ccc(C2C(C(C)=O)=C(Nc3ccccc3)CC(C)(O)C2C(C)=O)cc1 (stereo not drawn) | 1.03 | -0.6
106 | C=CCc1ccccc1OCc1nnc(NC(=O)Nc2ccccc2)s1 | 0.93 | 8.8
107 | CCOc1ccc(C(=O)Nc2ccc(O)c(-c3nc4ccccc4s3)c2)cc1Cl | 1.09 | -13.0
108 | COc1cc(/C(C)=N\N2CCN(c3ccccc3OC)CC2)ccc1O | 0.967 | -4.2
109 | O=C(O)c1c[nH]c2c(C(=O)O)cccc2c1=O | 1.05 | -2.9
110 | Cc1c(N(C(=O)c2ccc(F)cc2)C(C)C)c(=O)n(-c2ccccc2)n1C | 1.09 | 3.4
111 | Cc1ccc(COc2ccccc2C=C2C(=O)NC(=S)NC2=O)cc1 | 0.954 | 19.1
112 | CC(C)(C)CC(C)(C)NC(=O)CSc1nnc(N)s1 | 0.898 | 3.6
113 | CCCCc1n[nH]c2c1/C(=N/O)CC(C)(C)C2 | 1.04 | 5.1
114 | COC(=O)c1cc(C(=O)N(Cc2ccccc2)c2ccccn2)cc([N+](=O)[O-])c1 | 1.02 | 8.4
